Screening results from PubChem BioAssay.
M. tuberculosis GlmU – inhibition of mycobacterial GlmU enzyme – biochemical, glucosamine-1-phosphate acetyltransferase (AID 1376) | M. tuberculosis GlmU acetyltransferase enzyme assay; higher % means a stronger effect | one-dose inhibition, %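 (tested at 30 µM in the primary screen)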; IC50 in µM for titrated hits | actives 0.25% (n = 220,000); in the data active = inhibition above about 13%;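 also: 0% = complete reaction with vehicle and 100% = reaction without substrate; strong numbers were not always called active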
Mtb RmlCD inh – inhibitors of Mycobacterium tuberculosis RmlC and RmlD coupled enzymes | P9WH09+P9WH11 | RmlC+RmlD coupled enzyme assay, percent inhibition; primary screen in compound mixtures | inhibition, % at 3.6 µM | actives 0.03% (n = 160,000) | AID 1533; in the data active = inhibition mostly above about 34%, no sharp cut-off; also: some results filed as inactive read as strong as hits
Target sequence (P9WH09 whole entry, looked up): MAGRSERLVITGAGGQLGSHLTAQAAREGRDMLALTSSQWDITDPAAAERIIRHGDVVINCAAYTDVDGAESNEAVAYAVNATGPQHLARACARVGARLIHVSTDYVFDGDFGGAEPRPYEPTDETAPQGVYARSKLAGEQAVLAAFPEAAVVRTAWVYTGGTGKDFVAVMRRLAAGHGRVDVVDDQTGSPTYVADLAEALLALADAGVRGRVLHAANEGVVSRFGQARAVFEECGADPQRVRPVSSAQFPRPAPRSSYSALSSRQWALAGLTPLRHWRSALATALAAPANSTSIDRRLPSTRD
Target sequence (P9WH11 whole entry, looked up): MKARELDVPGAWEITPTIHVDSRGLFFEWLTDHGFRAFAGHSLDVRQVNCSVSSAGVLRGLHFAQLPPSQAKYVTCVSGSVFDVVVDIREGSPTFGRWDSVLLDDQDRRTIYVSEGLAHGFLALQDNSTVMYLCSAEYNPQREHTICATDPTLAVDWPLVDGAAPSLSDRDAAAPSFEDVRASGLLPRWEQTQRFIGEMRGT
* = called active by the depositor; x = not tested or not shown; & = joins results of further samples.

SMILES	M. tuberculosis GlmU	Mtb RmlCD inh
Cc1ccc(NC(=S)N(CCCN2CCC(C)CC2)Cc2ccco2)cc1C	-4.8%	-5.4
COc1ccc2c(=O)c(N3C(=O)c4ccccc4C3=O)c(C)oc2c1	1.9%	x
CCOc1ccc2c(c1)/C(=N/N1C(=O)c3ccccc3C1=O)C(=O)N2	6.9%	3.2
Cn1cc(Cl)c(C(=O)Nc2nc3ccc(Cl)cc3s2)n1	-4.6%	4.3
CC(CCc1ccccc1)NCc1ccncc1 (centres undefined)	1.1%	10.5
CCOC(=O)C1CCN(C(=O)c2ccc(CNS(=O)(=O)c3ccc(C)cc3)cc2)CC1	1.5%	-10.7
O=C(N/C=C/c1ccco1)NCc1ccccc1	3.2%	4.8
Cc1ccc(N(CC(=O)NC2CCCC2)C(=O)c2c(C)noc2C)cc1C	0.8%	51.2
Cn1c(SCC(=O)NC(C)(C)C)nnc1-c1cnccn1	-2.2%	x
CNC(=S)N(CCc1c(C)[nH]c2ccc(OC)cc12)Cc1cccnc1	-0.1%	6.8
O=C(OCC(=O)c1c[nH]c2ccccc12)c1cccc(O)c1	2.1%	-14.4
COCc1c(C#N)c(NCCc2ccccc2)nc(C)c1[N+](=O)[O-]	4.1%	29.7
Oc1ccccc1C=Nc1ccccc1-c1nc2ccccc2[nH]1	4.9%	-4.3
CCCN(CCC)Cc1c(C(=O)OCC)nnn1-c1nonc1N	4.7%	9.3
Cc1ccc(-c2csc(NC(=O)CSc3nnc4c(n3)[nH]c3ccccc34)n2)cc1	-0.5%	7.3
O=C(CCCCCn1c(=S)[nH]c2ccccc2c1=O)N1CCOCC1	4.0%	x
O=C(O)CSc1cc(C(=O)c2cc(F)ccc2O)cn2c(=O)c3c(-c4ccccc4)csc3nc12	3.7%	1.2
COC(=O)C(NC(=O)c1ccccc1)=C1C=C(C)OC(C)=C1	-2.6%	-117.5
COc1ccc(-c2cc(C(=O)NC(C)C)no2)cc1	6.5%	x
O=C(c1ccco1)N(CCCN1CCOCC1)c1nc(-c2ccc(F)cc2)cs1	-10.9%	x
c1cnc2c(OCc3cn4cccnc4n3)cccc2c1	-3.9%	x
COc1ccc(/C=N/NC(=O)c2ccc(COCC(F)(F)C(F)F)cc2)cc1	-1.1%	-7.1
CCc1ccccc1NC(=O)Nc1cccn(Cc2ccc(F)cc2)c1=O	-5.2%	13.9
CCOC(=O)c1cc(C#N)c(NCc2ccccc2)nc1C	3.0%	11.5
Cc1cc(NN)nc(NS(=O)(=O)c2ccccc2)n1	1.6%	16.8
O=C(COC(=O)c1cccs1)Nc1ccccc1[N+](=O)[O-]	3.3%	-6.8
Cc1nc(-c2ccccc2)cs1	0.1%	98.7
Cc1cccc(-n2c(=S)[nH]c3sc4c(c3c2=O)CCc2ccccc2-4)c1	4.3%	0.6
COc1ccc(NS(=O)(=O)c2ccc(C(=O)N3CCN(Cc4ccccc4)CC3)cc2)cc1	0.1%	-11.3
COc1ccc(C(=O)N2CCC(O)(c3ccc(Cl)cc3)CC2)cc1OC	-0.8%	-17.1
O=c1oc(-c2cccnc2)nc2ccccc12	5.0%	1.1
CC(=O)C(C(C)=O)C1(O)C(=O)c2ccccc2C1=O	2.7%	6.6
CCCCCCCCn1cnc2c(N)c(C)c(C)cc21	-1.7%	x
C=CCn1c(SCC(=O)NC(=O)NC)nnc1C1CCCCC1	-0.6%	-7.6
COCCNS(=O)(=O)c1cc(C)c(C)cc1C	6.6%	x
COc1ccc(NC(=O)CCCn2c(=O)oc3ccccc32)cc1Cl	0.7%	-9.1
S=C1NCN(Cc2cccnc2)CN1Cc1ccccc1	-4.2%	84.0
O=C(CN(c1ccc(F)cc1)S(=O)(=O)c1ccccc1)Nc1ccccc1C(=O)O	-6.2%	-5.2
CCN=C1SC(CC(=O)NC2CCCCC2)C(=O)N1CC (centres undefined)	-0.5%	-11.2
Cc1cc2cc(CN3C(=O)c4ccccc4C3=O)ccc2n1C	1.8%&4.9%	x
C=CCc1cc(OC)ccc1OCCON1C(=O)CCC1=O	3.7%	13.9
O=c1c2[nH]c3ccc(F)cc3c2nc2n1CCS2	-0.3%	-9.1
CCN(CCCNC(=O)C1CCN(S(=O)(=O)c2cnc[nH]2)CC1)c1cccc(C)c1	0.8%	9.4
O=C(/C(=C(\O)c1ccccc1)c1nc2ccccc2[nH]1)c1ccccc1	3.1%	-12.6
Cc1ccc(OCC(=O)N2CCN(C3=NS(=O)(=O)c4ccccc43)CC2)cc1	-0.1%	-5.8
Cc1cc(C)c(S(=O)(=O)c2ccccc2)c(OC(=O)c2c(F)cccc2F)n1	-3.4%	7.9
Cc1nn(-c2ccccc2)nc1C(=O)Oc1cc(C(F)(F)F)nn1-c1ccccc1	-2.5%	-7.4
CSc1nc(N)nc(SCC(=O)C23CC4CC(CC(C4)C2)C3)c1C#N	2.3%	x
CN(C)S(=O)(=O)c1cccc(C(=O)OCC(=O)NCc2ccccc2)c1	-0.5%	-6.9
O=C(Nc1cccc(S(=O)(=O)NC2=NCCC2)c1)C1CC(=O)N(c2ccc3c(c2)OCCO3)C1 (centres undefined)	3.7%	-8.1
(continued)
SMILES	M. tuberculosis GlmU	Mtb RmlCD inh
COc1ccc(NC(=O)C2C3C=CC4(CN(Cc5cccnc5)C(=O)C24)O3)c(OC)c1 (centres undefined)	1.4%	-2.1
O=C(CN1C(=O)COc2ccc(S(=O)(=O)N3CCCC3)cc21)NCc1ccccn1	3.8%	-1.8
CCCCn1c(SCc2cccc([N+](=O)[O-])c2)nc2ccsc2c1=O	0.8%	-12.9
O=C(CN1C(=O)c2cccc3cccc1c23)NCc1ccccn1	4.8%	0.9
CCOC(=O)c1cnc2c(Cl)cc(Cl)cc2c1NCCOCCO	1.8%	-7.0
CCOC(=O)C1=C(C)N(C)C(=S)NC1c1ccc(Cl)cc1Cl (centres undefined)	-2.1%	-14.5
Fc1ccc(-n2nnnc2-c2ccccc2Cl)cc1	0.3%	-5.4
O=C(NCCCN1CCN(c2ccccc2F)CC1)Nc1ccc(F)cc1	3.2%	x
O=C(NC1CCCCC1)n1c(=O)oc2ccccc21	1.1%	9.2
Cc1ccc(NN=C2C(=O)OC(C)(C)OC2=O)c(C)c1	-0.3%	3.5
O=S(=O)(c1ccc(Br)c2nsnc12)N1CCOCC1	-2.2%	-7.7
CC(C)(C)OC(=O)N1CCC[C@H]1c1nnc(SCc2ccccc2Cl)o1	1.0%	x
Cc1ccc(-c2nc(N)sc2-c2ccccc2)cc1C	-5.1%	-10.4
O=C1OC(Nc2ncccn2)c2ccccc21 (centres undefined)	-4.0%	1.0
COc1ccc(OCC(=O)Nc2ccc(Cl)cc2C(=O)c2ccccc2)cc1	1.6%	10.7
O=C(CN1C2CCC1CC(NC(=O)C1CC1)C2)NCc1ccccc1 (centres undefined)	1.6%	7.6
CCSc1nc2nn(-c3ccccc3)c(=O)c-2c2n1CCCCC2	-4.1%	x
Cc1cc(C)n2cc(CSCC(=O)O)nc2n1	-2.4%	-11.0
C/C(=N\O)c1c(O)cc(-c2ccccc2)n(-c2ccccc2)c1=O	2.5%	-6.3
O=C(C1=C[C@H](c2coc3ccccc3c2=O)C[C@H](OCCCCO)O1)N1CCN(Cc2ccccc2)CC1	3.2%	x

Arranged by heavy-atom count (highest first): part of the list above
SMILES	M. tuberculosis GlmU	Mtb RmlCD inh
O=C(C1=C[C@H](c2coc3ccccc3c2=O)C[C@H](OCCCCO)O1)N1CCN(Cc2ccccc2)CC1	3.2%	x
O=C(O)CSc1cc(C(=O)c2cc(F)ccc2O)cn2c(=O)c3c(-c4ccccc4)csc3nc12	3.7%	1.2
O=C(Nc1cccc(S(=O)(=O)NC2=NCCC2)c1)C1CC(=O)N(c2ccc3c(c2)OCCO3)C1 (centres undefined)	3.7%	-8.1
COc1ccc(NS(=O)(=O)c2ccc(C(=O)N3CCN(Cc4ccccc4)CC3)cc2)cc1	0.1%	-11.3
COc1ccc(NC(=O)C2C3C=CC4(CN(Cc5cccnc5)C(=O)C24)O3)c(OC)c1 (centres undefined)	1.4%	-2.1
O=C(CN1C(=O)COc2ccc(S(=O)(=O)N3CCCC3)cc21)NCc1ccccn1	3.8%	-1.8
O=C(c1ccco1)N(CCCN1CCOCC1)c1nc(-c2ccc(F)cc2)cs1	-10.9%	x
Cc1ccc(OCC(=O)N2CCN(C3=NS(=O)(=O)c4ccccc43)CC2)cc1	-0.1%	-5.8
Cc1ccc(N(CC(=O)NC2CCCC2)C(=O)c2c(C)noc2C)cc1C	0.8%	51.2
CN(C)S(=O)(=O)c1cccc(C(=O)OCC(=O)NCc2ccccc2)c1	-0.5%	-6.9
COc1ccc2c(=O)c(N3C(=O)c4ccccc4C3=O)c(C)oc2c1	1.9%	x
CCOC(=O)c1cnc2c(Cl)cc(Cl)cc2c1NCCOCCO	1.8%	-7.0
Cc1cc2cc(CN3C(=O)c4ccccc4C3=O)ccc2n1C	1.8%&4.9%	x
O=C(OCC(=O)c1c[nH]c2ccccc12)c1cccc(O)c1	2.1%	-14.4
CCN=C1SC(CC(=O)NC2CCCCC2)C(=O)N1CC (centres undefined)	-0.5%	-11.2
Cc1ccc(NN=C2C(=O)OC(C)(C)OC2=O)c(C)c1	-0.3%	3.5
COc1ccc(-c2cc(C(=O)NC(C)C)no2)cc1	6.5%	x
O=C(N/C=C/c1ccco1)NCc1ccccc1	3.2%	4.8
O=c1oc(-c2cccnc2)nc2ccccc12	5.0%	1.1
Cc1nc(-c2ccccc2)cs1	0.1%	98.7

One compound at a time, as listed above. Order of values: M. tuberculosis GlmU	Mtb RmlCD inh
Cc1ccc(-c2nc(N)sc2-c2ccccc2)cc1C reads -5.1%	-10.4
COc1ccc(OCC(=O)Nc2ccc(Cl)cc2C(=O)c2ccccc2)cc1 reads 1.6%	10.7
CC(C)(C)OC(=O)N1CCC[C@H]1c1nnc(SCc2ccccc2Cl)o1 reads 1.0%	x

Next part:
SMILES	M. tuberculosis GlmU	Mtb RmlCD inh
Clc1ccc(C(c2nnnn2C2CCCC2)N2CCSCC2)cc1 (centres undefined)	6.1%	-10.3
CCOC(=O)Cc1csc(NC(=O)Cc2ccc([N+](=O)[O-])cc2)n1	5.0%	-17.3
COc1cc(C2C(C(=O)Nc3ccccc3OC)=C(C)Nc3ncnn32)ccc1O (centres undefined)	-4.9%	x
Cc1ccc(-c2nc3ccccc3[nH]2)cc1NC(=S)NC(=O)c1ccccc1Br	3.2%	5.2
O=S(=O)(Cc1cc(Sc2ccc(Cl)cc2)nc(-c2ccccc2)n1)c1ccccc1	0.3%	14.3
O=C(O)C1CCC(Cn2c(SCc3cc(=O)n4cc(Br)ccc4n3)nc3ccsc3c2=O)CC1 (centres undefined)	6.1%	x
CCn1c(CSc2nc3ccccc3n2C)nc2ccccc21	-0.1%	-7.0
Cc1cc(C)nc(-n2nc(C)c3c(=O)[nH]c(C(F)(F)F)nc32)n1	-1.2%	x
O=C1c2cccc(OCC(=O)N3N=C(c4cccs4)CC3c3ccc(F)cc3)c2CCN1Cc1ccccc1 (centres undefined)	-2.6%	2.5
CCOC(=O)C(NC(=O)N1CCCCC1)(c1ccccc1)C(F)(F)F (centres undefined)	-5.4%	23.0
O=C1C(Cl)=C(NCC2CCCO2)C(=O)N1c1cccc(Cl)c1Cl (centres undefined)	-3.3%	x
CCCC1CCC(=NNC(=O)CNc2ccc(OC)cc2)CC1 (centres undefined)	-4.8%	-15.4
Cc1cc(C)c(-c2cc(C(F)(F)F)no2)c(=O)[nH]1	3.1%	x
CCCc1cc(C(=O)N2CCN(c3ccccc3C)CC2)cs1	-11.5%	-4.7
Clc1ncnc2scc(C3COc4ccccc4O3)c12 (centres undefined)	-9.9%	x
CCOC(=O)Cc1csc(SCC(=O)c2c(N)n(CC(C)C)c(=O)n(C)c2=O)n1	x	-2.6
CC(C)(C)c1ccc(C(=O)NCC(=O)OCC(=O)Nc2nc(-c3ccc(F)cc3)cs2)cc1	-0.6%	-1.8
COc1ccc(F)cc1S(=O)(=O)N1CCC(C(N)=O)CC1	1.1%	x
CCCS(=O)(=O)C(=C(Nc1ccccc1)Nc1ccccc1)S(=O)(=O)CCC	4.3%	-11.3
CN(C)S(=O)(=O)c1cccc(C(=O)c2nccn2C)c1	-3.6%	-7.8
C=CCn1c(SCC(=O)NCc2ccccc2)nnc1-c1cc(Br)ccc1O	1.1%	x
Cc1cc(C)c(C)c(S(=O)(=O)N2CCC(C(=O)Nc3ccccc3N3CCOCC3)CC2)c1C	5.2%	x
O=C(Nc1ncc(Cc2cccc(Cl)c2)s1)C1=NCCN1	4.8%	x
Cc1cccc(N2CCN(C(=O)Cc3ccc(-n4c(=O)[nH]c5ccsc5c4=O)cc3)CC2C)c1 (centres undefined)	3.1%	-10.3
O=C(CSc1nnc(NC(=O)c2ccco2)s1)NC1CCCCC1	1.8%	12.2
O=C(Nc1ccc(Cl)cc1)Nc1cnccn1	6.7%	3.4
CCNS(=O)(=O)c1ccc(CCC(=O)Nc2cc(Cl)ccc2Oc2ccccc2)cc1	2.7%	x

An excerpt. The share of hits here may be higher or lower than overall.
